RAD54 branch: inhibitors of human RAD54 branch migration | AID 602329 | Q92698 | 360,000 compounds, 0.14% hits | RAD54 Holliday junction branch migration, FAM/BHQ fluorescence | inhibition, % at 10.4 µM;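 active means mean normalized replicate activity at least 40 and at least half of replicates scoring 40 or more; inconclusive means only one of the two criteria met; inactive means mean below 40 and under half of replicates reaching 40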;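 further: 0% = median of neutral control wells and 100% = median of positive control wells; inhibitors cause a drop in the FAM fluorescence signal; in these data hits start at about 50%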
PglD inh: inhibitors of Campylobacter jejuni PglD acetyltransferase | purified PglD enzyme, DTNB colorimetric CoA detection | inhibition, % at 12.5 µM | 360,000 compounds, 0.098% hits; in the data active means inhibition above about 16%, passing the limit was not always enough; inconclusive means no clear call, values can overlap the other calls; further: strong numbers were not always called active
miR-122 sensor: blocks miR-122 activity in Huh7 sensor cells; activation (reporter increase), % at 12.5 µM; 340,000 compounds, 0.3% hits; Huh7 miR-122 Renilla luciferase sensor, 48 h; neutral wells = 0, positive control = 100; AID 602342;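 active means mean replicate activation score at least 90 and every replicate individually at or above 90; inconclusive means only one of the two criteria met; inactive means neither criterion met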;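 further: higher luciferase means less miR-122 activity so hits act as miR-122 inhibitors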
ERAP1 HTS inh: blocks human ERAP1 aminopeptidase activity | recombinant ERAP1, Leu-AMC fluorescence, 60 min | 340,000 compounds, 0.15% hits | Q9NZ08 | AID 652197 | inhibition, % at 10.7 µM;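 active means mean replicate inhibition of at least 30%, or all replicates individually reaching that 30% level; inactive means mean below 30% and not every replicate reaching it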;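 further: 0% = neutral control wells and 100% = L-leucinethiol positive control wells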
PGC1a acetyl inh: PGC1a acetylation modulation, inhibitor mode. U2OS PGC1a acetylation, AlphaScreen anti-acetyl-lysine; with virally co-expressed GCN5 acetyltransferase. inhibition, % at 15.6 µM. 350,000 compounds, 0.17% hits. AID 651687;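 active means every replicate shows inhibition of at least 40%; inconclusive means mean inhibition at least 40% but some replicate below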;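 further: 0% = neutral control wells and 100% = positive control wells; some results beyond the cut were filed as inactive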
E-selectin induc: E-selectin induction on HUVECs | P16581 | HUVEC E-selectin immunofluorescence imaging; normalized: neutral wells 0, TNF-alpha wells 100 | activation, % at 7.58 µM | 260,000 compounds, 0.37% hits | AID 686992;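 active means mean E-selectin-positive cell signal at least 10% of the positive control, reached in at least 60% of replicates, without over 20% cell loss; inconclusive means no rule given, readout overlaps actives, possibly toxicity-flagged; inactive means the rest, including those meeting only one limit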;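 further: in these data hits start at about 27%; measured in HUVEC primary endothelial cells; signal is the percent of cells scored E-selectin positive by PE staining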
Target sequence (P16581 whole entry, looked up): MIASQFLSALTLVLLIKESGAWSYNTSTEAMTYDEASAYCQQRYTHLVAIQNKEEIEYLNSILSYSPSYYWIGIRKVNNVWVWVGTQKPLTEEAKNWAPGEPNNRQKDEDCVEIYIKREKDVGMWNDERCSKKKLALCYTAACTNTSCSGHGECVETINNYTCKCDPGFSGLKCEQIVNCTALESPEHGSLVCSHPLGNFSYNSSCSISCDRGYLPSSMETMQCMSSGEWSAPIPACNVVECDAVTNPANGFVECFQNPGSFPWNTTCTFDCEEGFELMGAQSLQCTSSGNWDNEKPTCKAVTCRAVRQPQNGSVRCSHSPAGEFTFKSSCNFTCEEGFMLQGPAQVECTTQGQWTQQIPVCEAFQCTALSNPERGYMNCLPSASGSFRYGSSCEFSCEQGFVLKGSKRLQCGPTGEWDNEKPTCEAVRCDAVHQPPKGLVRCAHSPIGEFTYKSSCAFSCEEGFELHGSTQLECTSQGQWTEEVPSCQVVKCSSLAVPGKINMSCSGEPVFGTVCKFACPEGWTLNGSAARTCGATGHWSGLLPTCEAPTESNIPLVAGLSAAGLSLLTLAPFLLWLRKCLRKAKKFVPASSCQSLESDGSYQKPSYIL
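Test system: HUVEC; input: 3,000 HUVEC/well; measured by: immunofluorescence imaging; read-out: % PE-positive cells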
Cneo AK release: Cryptococcus neoformans lysis via adenylate kinase release | C. neoformans lysis, adenylate kinase release luminescence, 4 h; normalised: neutral wells 0, clomiphene wells 100 | lysis activity, % at 15 µM | 360,000 compounds, 0.2% hits | AID 651654;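 active means mean lysis activity across replicates of at least 80%, whatever share of replicates individually reach that level; inactive means mean lysis activity below 80%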
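read-out = cell lysis signal | test system = log-phase Cryptococcus neoformans yeast cells | input = cells at 5 × 10^6 per mL | medium = fresh YPD growth medium | signal = luminescent adenylate kinase detection reagent | timing = 4 h at 37 °C static, read 1 h later | dosing = single dose | controls = Clomiphene as positive lysis control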
RAD52 anneal inh: inhibitors of human RAD52 DNA annealing; inhibition, % at 18.7 µM; P43351; recombinant RAD52 DNA annealing, FRET fluorescence; 360,000 compounds, 0.46% hits;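 active means every replicate showing at least 50% inhibition; inconclusive means mean inhibition at least 50% but not in every replicate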
Target sequence (P43351 whole entry, looked up): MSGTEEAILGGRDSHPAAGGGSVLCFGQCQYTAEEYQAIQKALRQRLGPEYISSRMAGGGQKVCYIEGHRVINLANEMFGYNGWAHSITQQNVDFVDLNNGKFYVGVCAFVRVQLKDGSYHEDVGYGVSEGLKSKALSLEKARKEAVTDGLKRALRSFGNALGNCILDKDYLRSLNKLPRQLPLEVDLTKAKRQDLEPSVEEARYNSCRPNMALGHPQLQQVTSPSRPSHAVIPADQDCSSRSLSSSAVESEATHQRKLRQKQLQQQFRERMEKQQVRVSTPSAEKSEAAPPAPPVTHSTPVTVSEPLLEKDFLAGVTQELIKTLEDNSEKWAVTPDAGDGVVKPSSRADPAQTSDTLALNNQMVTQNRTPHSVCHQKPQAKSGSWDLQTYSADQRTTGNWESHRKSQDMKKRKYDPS
* = called active by the depositor; ? = inconclusive; · = no result given; & = joins results of further samples; [ ] = another dose, or the depositor's remark.

molecule | RAD54 branch | PglD inh | miR-122 sensor | ERAP1 HTS inh | PGC1a acetyl inh | E-selectin induc | Cneo AK release | RAD52 anneal inh
CN(CC(=O)Nc1ccccc1Cl)C(=O)COC(=O)c1ccc(-c2ccc(O)cc2)cc1 | -4 | 0 | 6 | 2 | 5 | · | -1 | 4
O=C(C[C@H]1CC[C@H]2[C@@H](COC[C@@H](O)CN2Cc2ccccc2)O1)N[C@@H]1CCN(Cc2ccccc2)C1 | -2 | 5 | -8[16.7 µM] | 3 | -5 | 0.4 | 0 | 20
Cc1ccc(-c2cc(C(=O)N/N=C/C=C/c3ccco3)c3ccccc3n2)cc1C | -1 | -4 | 3 | · | 4 | · | -5 | ·
O=C(Nc1ccccc1)c1ccc(C(=O)Nc2ccccc2)nc1 | · | · | -5 | 7 | -5 | · | · | -6
Nc1ncnc2nc(SCC(=O)N3CCN(c4ccccc4)CC3)[nH]c12 | 8 | 0 | 34 | · | -18 | · | -3 | ·
CCCCOc1ccc(-c2cn3ccccc3n2)cc1[N+](=O)[O-] | 5 | 5 | 4 | 0 | 7 | · | -2 | -27
COc1ccc(S(=O)(=O)NCCOc2ccccc2)cc1C | · | · | -7 | 6 | 34 | · | · | -8
COc1ccc(-c2nn(-c3ccccc3)cc2/C=C/C(=O)OCC(=O)Nc2ccc(C#N)cc2)cc1 | 1 | 1 | -7 | · | -4 | · | 0 | ·
CN(CCO)c1nc(NCc2ccccc2)c2cnn(C)c2n1 | -6 | 2 | -5 | -1 | 0 | · | 1 | 3
CNC[C@H]1Oc2cc(C#CC(C)(C)O)ccc2S(=O)(=O)N([C@H](C)CO)C[C@H]1C | -7 | 3 | 11[16.7 µM] | 4 | 5 | · | -1 | -20
COc1ccc(Cc2nnc(SCc3nc4ccccc4c(=O)[nH]3)n2C)cc1 | 4 | -3 | -1 | · | -10 | · | 1 | ·
COc1ccc(-c2ccc([C@@H]3[C@H]4CN(C(=O)c5ccccn5)CC(=O)N4[C@H]3CO)cc2)cc1 | · | · | · | 2 | -7 | -0.1 | · | -15
COc1cc(C)c(Cl)cc1S(=O)(=O)N1CCSC1 | 5 | -6 | · | 1 | · | 0.8 | 0 | -6
COc1cccc(C(=O)NNS(=O)(=O)c2ccccc2)c1 | -4 | -2 | 2 | -1 | 6 | -3.2 | 0 | 12
Cc1ccc(NC(=O)C(C)Sc2nnc(C)n2C)cc1 (stereo not given) | 10 | -2 | 2 | -2 | · | · | 0 | -11
COc1cc(C(=O)NC2CCCC(C)C2C)ccc1OCC(=O)N1CCOCC1 (stereo not given) | 6 | -3 | · | -1 | · | -0.3 | -2 | -2
COc1ccc(C)cc1NC(=O)Nc1ccccc1 | -1 | 1 | 0 | · | -1 | · | -6 | ·
Cc1cccc(C)c1NC(=O)CN(C)C(=O)CCC(=O)N1CCOCC1 | 8 | -5 | -6 | -3 | -6 | -0.4 | 1 | -4
COc1ccc(-c2cc(C(F)(F)F)n3nc(C(=O)O)nc3n2)cc1 | -10 | 1 | 0 | · | 0 | · | 0 | ·
O=C(CCCN=C1NS(=O)(=O)c2ccccc21)OCC(=O)c1ccc(F)c(F)c1 | -2 | 2 | · | 2 | · | 0.4 | 1 | -22
O=C(C[C@H]1CC[C@@H](NC(=O)c2ccccc2)[C@H](CO)O1)NCCc1ccncc1 | -18 | -2 | · | -1 | 4 | -0.3 | -1 | -4
NS(=O)(=O)c1ccc(NC(=S)NC(=O)C2CCCC2)cc1 | -4 | 0 | 3 | -2 | · | 0.9 | -4 | -3
CC(C)(C)c1cc(C(=S)N2CCN(CCO)CC2)cc(C(C)(C)C)c1O | -9 | 3 | 15 | · | -17 | · | 3 | ·
C[C@@H]1CN([C@@H](C)CO)C(=O)Cc2cc(NS(=O)(=O)c3ccc(F)cc3)ccc2O[C@H]1CN(C)Cc1ccc(C(=O)Nc2ccccc2N)cc1 | · | · | · | 2 | 9 | 1.5 | · | 7
NC(=S)Nc1ccc(C(F)(F)F)cc1Cl | -1 | 2 | 75 | 1 | -5 | 0.5 | 4 | -8
CC(C)c1cc(C(=O)NC2CCCCC2)no1 | -6 | -4 | -5 | · | 0 | · | 2 | ·
O=C(CCNC(=O)c1ccc([N+](=O)[O-])cc1)NNC(=O)c1ccncc1 | -14 | -6 | · | 0 | · | -0.2 | 4 | -16
C[C@H](CO)N1C[C@H](C)[C@@H](CN(C)C(=O)C2CCCCC2)OCc2cn(nn2)CCCC1=O | -13&-2 | 7&-1 | -1 | -4&1 | 13&-6 | 2.7&0.1 | 1&1 | 1&16
CC1(C)Cc2c(C#N)c(N)sc(=S)c2CS1 | -15 | 5 | 1 | · | 8 | · | -1 | ·
CCOc1ccc(NC(=NCc2ccc3c(c2)OCO3)SC2CC(=O)N(c3ccccc3)C2=O)cc1 (stereo not given) | -2 | -3 | -10 | · | -11 | · | 1 | ·
C[C@H](CO)N1C[C@H](C)[C@@H](CN(C)Cc2ccc3c(c2)OCO3)Oc2ccc(NC(=O)C3CCCCC3)cc2C1=O | -1 | -1 | 13[16.7 µM] | -1 | 7 | -0.1 | 8 | 6
CCOC(=O)c1ccccc1NC(=O)[C@@H]1CCCN1C(=O)OC(C)(C)C | -10 | -1 | -3 | -2 | -1 | · | 1 | -7
O=C(CCCC(=O)Nc1ccc(Br)cc1)N/N=C/c1ccccc1 | 6 | -1 | · | 3 | · | 0.1 | 0 | -10
O=C(CCn1c(=O)c2ccccc2n(Cc2ccccc2)c1=O)NC1CCN(Cc2ccccc2)CC1 | · | · | -2 | 0 | 9 | · | · | -19
C[C@H](NC(=O)C[C@H]1CC[C@@H](NC(=O)C2CC2)[C@@H](CO)O1)c1ccccc1 | 2 | 4 | · | 2 | -1 | 0.1 | 0 | -2
COc1ccc2c(C(=O)CN3CCC(C)CC3)c[nH]c2c1 | 5 | -14 | 5 | · | 10 | · | 3 | ·
COc1ccc(C(=O)/C=C/C(=O)N(CC(=O)NC2CCCCC2)Cc2cccs2)c(O)c1 | · | · | · | 20 | 3 | 2.9 | · | 8
CCN1C(=O)c2cccc3c(NC(=O)c4ccc(OC)c(OC)c4)ccc1c23 | 3 | 4 | -8 | -1 | 8 | 0.8 | -2 | -73
CCCCC(=O)N=c1sc2cc([N+](=O)[O-])ccc2n1C | 5 | 10 | 6 | 2 | · | 0.9 | 0 | 5
CC1(c2ccc3c(c2)OCCCO3)NC(=O)N(CC(=O)Nc2cccc(C#N)c2)C1=O (stereo not given) | -2 | 8 | -5 | 0 | 2 | -1.8 | -1 | -11
O=C(NCc1ccc(C(F)(F)F)cc1)C1CC(c2ccc(C(F)(F)F)cc2)=NO1 (stereo not given) | 3 | 1 | 0 | -2 | · | -0.6 | 3 | -7
C[C@@H]1CCCCO[C@H](CN(C)C(=O)Nc2ccc(C(F)(F)F)cc2)[C@H](C)CN([C@@H](C)CO)C(=O)c2cc(NC(=O)Nc3ccc(C(F)(F)F)cc3)ccc2O1 | -8 | -3 | 7[16.7 µM] | · | 9 | 0.2 | 4 | ·
CC1CN(C(=O)c2ccc(NS(=O)(=O)c3cccc(Cl)c3)cc2)CC(C)O1 (stereo not given) | -4 | 0 | · | 5 | · | · | 3 | 3
O=C(O)C[C@H]1C[C@@H]2c3cc(NC(=O)Nc4ccc(F)cc4)ccc3O[C@@H]2[C@@H](CO)O1 | -9 | 3 | 3[16.7 µM] | -1 | 8 | -0.4 | -2 | -5
COCC(=O)N1CC2(CN(Cc3cccnc3)C2)c2c(n(C)c3cc(OC)ccc23)[C@@H]1CO | · | · | · | -5 | 2 | 0.0 | · | 5
Cc1ccc(C(=O)NC2CCN(CC(=O)Nc3ccccc3Cl)CC2)cc1 | 8 | 0 | -1 | 4 | · | · | 0 | -10
CNC[C@@H]1OCCCC[C@@H](C)Oc2ccc(NS(=O)(=O)c3cccs3)cc2C(=O)N([C@@H](C)CO)C[C@H]1C | -2 | 7 | -3[16.7 µM] | 2 | -12 | -0.2 | -4 | -51
O=C(CC1CC1)N1CC[C@@H]2[C@@H](CO)Nc3ccc(-c4ccc(F)cc4)cc3[C@@H]21 | 0 | 0 | 2[16.7 µM] | 3 | -11 | 0.0 | 9 | -12
CO[C@@H]1CN(C)C(=O)c2cc(NC(=O)Nc3ccccc3)ccc2OC[C@@H](C)N(C(=O)CC2CC2)C[C@@H]1C | 2 | 0 | · | · | -7 | 0.1 | -2 | -6
O=C(Nc1ccc(O)c2c(=O)cc(-c3ccccc3Cl)oc12)c1ccccc1Cl | 4 | -1 | · | · | · | 0.4 | 7 | -16
O=C(c1ccc(F)cc1)N1CC(=O)N2[C@@H](CO)[C@H](c3ccc(-c4cccnc4)cc3)[C@@H]2C1 | · | · | · | 2 | 8 | 0.0 | · | 13
Cc1ccc(SCC(=O)Nc2ccc3c(c2)C(=O)NC3=O)cc1 | -3 | 5 | -1 | 2 | 7 | · | 4 | -5
CCOC(=O)C1CCN(C(=O)Cc2cccc3ccccc23)CC1 | 1 | 0 | -4 | · | 4 | · | -2 | ·
CC(C)C#Cc1ccc([C@@H]2[C@H]3CN(C(=O)NC4CCCC4)CC(=O)N3[C@H]2CO)cc1 | · | · | · | -2 | ? | 0.1 | · | 10
CC(C)c1cn(CC[C@@H]2CC[C@@H](NS(=O)(=O)Cc3ccccc3)[C@H](CO)O2)nn1 | -1 | 0 | 0[16.7 µM] | 1 | 6 | -0.3 | 0 | 1
O=C(O)c1ccc(NC(=O)c2cn(-c3ccccc3)nc2-c2cccc(Cl)c2)cc1 | -1 | -1 | 2 | -7 | -1 | · | -11 | 6

(more compounds)
molecule | RAD54 branch | PglD inh | miR-122 sensor | ERAP1 HTS inh | PGC1a acetyl inh | E-selectin induc | Cneo AK release | RAD52 anneal inh
CCCNC(=O)N1CC2(CCN(C(=O)CCC)CC2)c2c(n(C)c3cc(OC)ccc23)[C@H]1CO | · | · | · | -1 | -2 | -0.3 | · | 5
C[C@H]1CN([C@@H](C)CO)C(=O)c2cc(NC(=O)Nc3ccc(C(F)(F)F)cc3)ccc2O[C@H]1CN(C)Cc1ccc(C(F)(F)F)cc1 | -6 | 2 | -5[16.7 µM] | -3 | -1 | -0.6 | -2 | -17
C[C@@H]1CCCCO[C@@H](CN(C)Cc2ccncc2)[C@H](C)CN([C@@H](C)CO)C(=O)c2cc(NS(=O)(=O)c3ccc(Cl)cc3)ccc2O1 | -1 | -3 | -8[16.7 µM] | 4 | -3 | -0.1 | 0 | 20
Cc1ccc(N(CC(=O)Nc2cc(C)cc(C)c2)S(=O)(=O)c2c(C)noc2C)cc1 | 10 | -2 | -6 | 0 | -5 | · | 0 | -13
O=C1CSC(c2ccccc2)N1CCc1ccccc1 (stereo not given) | 0 | -8 | -1 | -1 | -8 | · | -3 | 0
C=CC[n+]1c(-c2ccc(OC)c(OC)c2)csc1NNC(=O)Nc1ccccc1 | 3 | 2 | -2 | · | -2 | · | 1 | ·
CCC(=O)Nc1ccc2c(c1)OC[C@H](C)N(C(=O)C1CC1)C[C@@H](C)[C@H](OC)CN(C)C2=O | -7 | -6 | 14[16.7 µM] | -1 | -3 | 0.5 | -2 | -9
CCOc1ccc(/C=N/NC(=O)Cc2csc(Nc3cccc(C(F)(F)F)c3)n2)cc1 | -12 | 2 | 10 | · | -24 | · | -1 | ·

Compound activity from PubChem BioAssay.
